Screening data (PubChem)
PHOSPHO1 block – PubChem AID 1565; Phosphoethanolamine/phosphocholine phosphatase (Homo sapiens), Q8TCT1; recombinant PHOSPHO1, absorbance phosphatase assay; hit rate 1.1% among 290,000; inhibition, % at 13.3 µM; in the data active = inhibition above about 60%
CRFR2-BP ag – agonists of CRF-BP/CRF-R2 complex, primary screen, cell-based, HEK293, calcium dye fluorescence, uHTS. CRF-binding protein / CRF receptor 2 complex (human). calcium dye fluorescence (FLIPR); percent of saturating CRF peptide response. activation, % at 13.2 µM. hit rate 0.46% among 350,000. AID 588473, 2011;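 active = activation of at least 50%, plus an integration ratio under a set limit after plate pattern correction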;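 note: plate controls were neutral control wells without compound for no effect and CRF at EC100 for full effect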
MEKK3 PB1 HTS – modulators of MEKK3-MEK5 PB1 binding, primary screen, biochemical, wildtype MEKK3, multiplex bead flow cytometry, Alexa488-MEK5 | binding response (% of control), % at 10 µM | AID 1529, 2009 | hit rate 1.4% among 290,000 | bead-based flow cytometry, Alexa488-MEK5 binding to MEKK3; actives lie on both sides; 0 = blocked by unlabeled MEK5, 100 = vehicle;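 active = binding response more than 3 SD above or below the average of its plate-row segment, actives on both sides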;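 note: Alexa488 bead fluorescence after subtracting the streptavidin-only scavenger bead signal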
IDE cell activ – human IDE activators in live cells, primary screen, fluorescence polarization, HEK cells, FAbeta-B substrate. FAbeta-B cleavage; 0% vehicle, 100% cell-free pure enzyme wells. activation, % at 5.96 µM. hit rate 0.073% among 340,000. AID 493087, 2011;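 active = activation above the mean of all tested compounds plus 3 SD, set per screening campaign, cut at about 17% in these data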
GalR3 antagonist – GalR3 antagonists in HEK293 cells, primary screen, cell-based, fluorescence readout. hit rate 0.44% among 360,000. inhibition, % at 3 µM. HEK293 GalR3-CNG cAMP membrane potential fluorescence; galR3 body fused to GalR1 C-terminus;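 active = inhibition above the screen-wide average plus 3 SD, cut at about 13% in these data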;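 note: forskolin and galanin both at EC90 stimulate the cells; cAMP rise reported by CNG channel membrane potential dye signal; 0% = forskolin plus galanin with DMSO and 100% = forskolin alone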
p-CIP stab down – p/CIP-EGFP fusion destabilizers, primary screen, fluorescence, F442A cells; Q05BA5; 16 h; decrease of EGFP signal, % at 10 µM; hit rate 0.01% among 290,000; AID 1984, 2009;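 active = EGFP signal decrease of at least 30% at 10 µM or well 3 SD below plate mean, unless failing retest; inactive = the rest, including hits failing retest or dose response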; note: some compounds called inactive have numbers as strong as hits; many of its hits are not listed in these tables
IDE inh – human IDE inhibitors in live cells, primary screen, fluorescence polarization, HEK cells, FAbetaB substrate; FAbetaB cleavage; hit rate 0.41% among 320,000; inhibition, % at 5.59 µM;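 active = percent inhibition above the average of all tested compounds plus 3 SD, set per screening campaign, cut at about 16% in these data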;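 note: IDE supplied by intact live HEK cells; FP after avidin binding of uncleaved biotin substrate so inhibition keeps polarization high; 0% = DMSO wells and 100% = 60 µM reference IDE inhibitor Ii1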
CHRM4 PAM – human M4 muscarinic receptor positive allosteric modulators, primary screen, CHO-K1 cells, Fluo-8 calcium fluorescence. AID 624126, 2012. activation, % at 3 µM. CHO-K1 hM4/Gqi5, ACh EC20; 0% = ACh EC20, 100% = maximal ACh. hit rate 0.4% among 360,000. Muscarinic acetylcholine receptor M4 (Homo sapiens), P08173;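 active = activation above its plate's cutoff, the mean activation of sample wells plus 3 SD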; note: some results filed as inactive read as strong as hits
CRFR2-BP antag – antagonists of CRF-BP/CRF-R2 complex, primary screen, cell-based, HEK293, calcium dye fluorescence, uHTS; hit rate 0.59% among 350,000; CRF-induced calcium fluorescence; inhibition, % at 11.8 µM;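 active = inhibition of the ligand-induced calcium signal above about 50% at the single tested concentration, limit read from the data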
An asterisk follows results filed as active; . = not tested or not shown; [ ] = remark or other dose. Compounds were not picked by outcome; about 4.2% have a hit in one of these screens.

SMILES	PHOSPHO1 block	CRFR2-BP ag	MEKK3 PB1 HTS	IDE cell activ	GalR3 antagonist	p-CIP stab down	IDE inh	CHRM4 PAM	CRFR2-BP antag
Cc1nc2c(c(C)nn2-c2ccccc2)c(C)c1Cl	-9	-0.4	97	-2	2	1	1	0	2
COc1ccccc1-c1nnc(SCC(=O)Nc2ccc(N3CCOCC3)cc2)n1N	.	0.2	.	6	-5	.	-4	2	-8
O=C(CCN1C(=O)/C(=C/c2ccccc2Cl)SC1=S)Nc1ccccn1	44	-1.0	97	4	1	-8	0	-3	-5
C=CCNC(=S)Nc1ccc2nc(C)c(C)nc2c1	50	0.2	100	3	0	-8	-5	17	-10
CN1C(=O)C2(Oc3ccccc3C3CC(c4ccccc4)=NN32)c2ccccc21 (configuration not stated)	32	1.1	109	0	.	-6	-2	1	4
COc1cc2oc(=O)cc(C)c2c(OC)c1OC	2	-0.1	106	8	-2	-1	2	10	-8
CN(C)c1cccc(C(=O)NNC(=S)NC2CC3CCC2C3)c1 (configuration not stated)	-7	-3.7	96	3	0	5	2	2	4
CC(C)NC(=O)N(C)C[C@H]1Oc2c(NC(=O)c3ccc(-c4nccs4)cc3)cccc2C(=O)N([C@@H](C)CO)C[C@H]1C	.	1.4	.	-1	-5	.	6	-8	-7
CCC(NC(=O)C1C2C=CC(C2)C1C(=O)O)c1ccc(C)cc1 (configuration not stated)	34	-2.4	106	1	-12	-9	-3	7	16
COC(=O)CC(c1ccccc1F)N1Cc2ccccc2C1=O (configuration not stated)	33	-0.5	105	2	-9	-8	5	-4	0
Cc1ccc(S(=O)(=O)N2CCOCC2)cc1C(=O)OCCOc1cccc(Cl)c1	.	-0.1	.	2	-3	.	-4	7	-4
COc1ccc2cc(C(C)C(=O)OC(C)C)ccc2c1 (configuration not stated)	.	-2.0	.	8	-3	.	2	3	6
CC1CCCC(NC(=O)c2cccc(S(=O)(=O)NCc3ccccc3)c2)C1C (configuration not stated)	.	-0.1	.	0	-8	.	-2	3	-4
COC(=O)c1sccc1NC(=O)Nc1cccc(C)c1C	61*	-0.1	105	-3	-1	-2	.	-5	-8
CC(C)(C)CC(C)(C)NCC(O)COCCOc1ccc(Br)cc1 (configuration not stated)	-10	1.2	103	-5	-12	-3	6	-7	-11
CC(=O)Nc1c(Cl)cc2c(c1Cl)Cc1cc(N)ccc1-2	.	0.2	.	-5	0	.	.	-3	18
CCOc1cccc2sc(NN)nc12	61*	2.9	97	-6	1	-1	.	6	-14
COc1cc(N)c(Cl)cc1NC(=O)c1ccccc1	-6	-0.5	98	-6	-5	-9	3	3	-4
COC(=O)c1c(CCl)noc1C(=O)NCC1CCCO1 (configuration not stated)	37	-3.0	103	2	-6	-6	-4	13	1
O=C(C1CCC1)N1CCc2cc(S(=O)(=O)NCc3ccccn3)ccc21	6	2.1	102	-1	-2	-6	0	5	10
O=C1/C(=C/c2c[nH]c3ccccc23)CCC/C1=C\c1c[nH]c2ccccc12	-2	6.0	89	-42	-11	-12	5	-17	-31
CCc1ccc(NC(=O)C(NS(=O)(=O)c2ccc3c(c2)CCN3C(C)=O)C(C)C)cc1 (configuration not stated)	-14	-1.3	100	4	2	-8	7	9	-12
Cc1ccc(OCC(=O)O/N=C(\N)c2ccccn2)cc1C	4	-0.2	102	.	1	-21	10	-1	0
COc1ccc(N2CCN(C(=O)C3CCCN(S(=O)(=O)c4c(C)noc4C)C3)CC2)cc1 (configuration not stated)	-2	1.2	109	2	2	-9	0	-1	3
CCCN1C(=O)c2ccc(C(=O)NCc3ccco3)cc2C1=O	4	-0.9	105	-1	-6	9	2	6	-7

The list continues.
SMILES	PHOSPHO1 block	CRFR2-BP ag	MEKK3 PB1 HTS	IDE cell activ	GalR3 antagonist	p-CIP stab down	IDE inh	CHRM4 PAM	CRFR2-BP antag
CCc1ccccc1N(C(=O)c1snc(C(N)=O)c1N)C(C(=O)NCC1CCCO1)c1c[nH]c2ccccc12 (configuration not stated)	22	0.0	102	0	-9	-17	-7	1	-5
Cc1ncc(CO)c(/C=N/NC(=S)Nc2ccc(Cl)c(Cl)c2)c1O	-78	1.4	101	-1	-6	0	3	-6	10
CC(C)CN(CC(C)C)C(=O)COc1ccccc1C(N)=O	12	1.1	103	3	-1	-4	0	-5	10
CCCCc1ccc(NC(=S)Nc2ccc(Cl)c(S(=O)(=O)N(C)C)c2)cc1	-8	13	103	2	-8	1	3	5	-72
CCOc1cc(-c2noc(CCCC(N)=O)n2)cc(Br)c1OC	-8	0.0	104	3	-2	-11	6	0	-15
CCn1c(=O)c(=O)n(CC)c2cc(S(=O)(=O)Nc3cccc(OC)c3)ccc21	-9	-2.3	102	6	-1	1	-1	10	8
C/C(=N\Nc1ccc(C(=O)O)cc1)c1ccc(-n2ccnc2)cc1	-148	1.2	106	1	11	1	0	7	-1
CCOC(=O)c1cnc2nc(SCc3ccccc3Cl)[nH]n2c1=O	.	1.8	.	.	2	.	-3	-6	7
COc1ccc(CN2CCNC(=O)C2CC(=O)NCCCC2CCCC2)c(C)c1C (configuration not stated)	29	0.9	102	1	-1	-36	-5	-2	-13
CCCCn1c(-c2nn(C)cc2Cl)n[nH]c1=S	8	-0.1	102	-7	-1	-5	-1	7	-5
CSc1nc(C)cc(NC(N)=O)n1	-30	-0.4	106	7	2	-14	-2	9	-11
COc1cc(/C=C2/C(=O)N(c3ccc(Br)cc3)N=C2C)cc(OC)c1OC	27	-3.2	97	4	.	-18	.	1	20
Cn1c(=O)c2c(nc(NCCO)n2CCc2ccccc2)n(C)c1=O	10	-0.6	96	2	-3	0	0	5	7
O=C(CSCC(=O)NC1CC1)Nc1ccc2ccccc2c1	-1	-1.4	100	4	2	-3	.	4	-4
CSc1cccc(NC(=O)CN(Cc2ccc(Cl)cc2)S(C)(=O)=O)c1	0	0.0	99	1	-5	-4	1	-12	4
COC(=O)c1ccccc1S(=O)(=O)N1CCC(C(=O)NCCC2=CCCCC2)CC1	.	-0.4	.	-2	-2	.	0	0	2
CCC1(c2ccccc2)NC(=O)N(CC(=O)NCCN2C(=O)S/C(=C\c3cccnc3)C2=O)C1=O (configuration not stated)	.	1.3	.	-1	-2	.	-2	5	-2
O=C(NC12CC3CC(CC(C3)C1)C2)N1CCC(O)CC1	-14	0.2	104	4	1	3	-6	-2	17
C[C@@H](C(=O)OCC(=O)Nc1cc(S(=O)(=O)N2CCOCC2)ccc1Cl)N1C(=O)C2CCCCC2C1=O (some centres not stated)	-2	-0.7	106	0	1	-4	4	-19	3
CCOC(=O)C1=C(CC)Nc2ccccc2N=C1NC(=O)c1ccc(S(=O)(=O)N(C)C)cc1	-14	-1.2	102	4	-2	-4	13	-4	17
CN(C)CCNC(=O)Nc1ccc([N+](=O)[O-])cc1	11	1.6	101	-5	-5	-5	-7	13	3
COc1ccc(NS(=O)(=O)c2ccc(C)c(C(=O)N3CC(C)OC(C)C3)c2)cc1 (configuration not stated)	.	0.5	.	5	4	.	5	0	-4
O=C(Nc1ccc(S(=O)(=O)N2CCCC2)cc1)c1cc(=O)c2ccccc2o1	40	-0.2	76	3	-8	-7	7	-4	-3
CCc1cc(=O)oc2cc(OCC(=O)NCCCN3CCCC3=O)ccc12	12	-1.9	99	2	-6	-23	7	0	-7
CC1CN(CCN2CC(C)N(C=O)CC2C)C(C)CN1C=O (configuration not stated)	.	0.3	.	-1	-7	.	.	-4	0

(more compounds)
SMILES	PHOSPHO1 block	CRFR2-BP ag	MEKK3 PB1 HTS	IDE cell activ	GalR3 antagonist	p-CIP stab down	IDE inh	CHRM4 PAM	CRFR2-BP antag
COc1cc(NC(=O)c2ccc(Cl)cc2)c2ncccc2c1	1	6.3	96	1	-5	-8	.	4	8
Cc1oc(-c2ccccc2Cl)nc1CSc1nc2c(c(=O)[nH]1)CCC2	-4	-0.7	75*[inhibitor]	-4	7	-14	1	12	2
CC(Sc1cccc[n+]1[O-])C(=O)Nc1cccc([N+](=O)[O-])c1 (configuration not stated)	16	-0.5	90	3	-5	12	3	7	2
CCc1ccc(C(=O)COC(=O)c2cc([N+](=O)[O-])ccc2N2CCOCC2)cc1	.	-0.3	.	1	-5	.	-3	-8	1
O=C1Nc2ccccc2Nc2ncccc21	28	-1.8	.	-4	-4	-15	-1	10	-6
COc1cccc(C(c2sc3nc(C)nn3c2O)N2CCC3(CC2)OCCO3)c1 (configuration not stated)	4	-2.5	102	6	-2	5	-4	7	21
Cc1cc2oc(=O)cc(CN(C)Cc3ccc(OC(F)F)cc3)c2cc1Cl	6	2.2	99	-1	0	-3	9	-3	-6
Cc1nc2cc(-c3ccc(Cl)cc3)nn2c(C)c1CCC(=O)NCc1ccco1	15	0.5	115	-19	9	-10	10	9	22
Cn1c(SCC(=O)N/N=C/C=C/c2ccco2)nc2ccccc21	-14	-2.6	96	0	0	-5	4	-7	-8
CC1CCC2(CC1)NC(=O)N(NC(=O)CCc1c[nH]c3ccccc13)C2=O (configuration not stated)	.	0.3	.	3	-2	.	.	3	-5
CCOC(=O)C(NC(=O)CC)(Nc1ccc(S(N)(=O)=O)cc1)C(F)(F)F (configuration not stated)	4	3.5	58	2	2	9	0	12	26
Nn1c(SCC(=O)N2CCc3ccccc3C2)nnc1-c1cccs1	35	1.9	105	10	1	-2	2	9	15
Cc1noc(/C=C/c2ccco2)c1S(=O)(=O)N1CCC(C(=O)N2c3ccccc3CC2C)CC1 (configuration not stated)	13	-2.3	.	2	1	-17	-1	-4	40
COc1ccccc1CNC(=O)c1cccc(-c2ccc(C)c3ccccc23)n1	1	.	103	.	-7	-3	-5	.	.
O=[N+]([O-])c1ccc(CS(=O)(=O)c2ccc(Cl)cc2)cc1	20	-4.8	100	4	-10	-7	.	-6	16
O=C(Nc1c(C(=O)N2CCCCC2)cnn1-c1ccccc1)c1ccccc1	17	-2.9	108	1	1	5	1	-1	-15
Cc1ccccc1C(=O)Nc1nc(-c2cccnc2)cs1	18	-0.4	95	-2	-4	-3	0	-9	1
Cc1ccc(NC(=O)N(Cc2ccc3c(c2)OCO3)Cc2cc3cc4c(cc3[nH]c2=O)OCCO4)cc1	14	0.3	102	0	-2	3	-1	5	10
CN(C(=S)NC(=O)Cc1ccccc1)c1ccccc1	-10	-0.1	94	-2	-1	-3	5	-6	9
COc1ccc(NC(=O)C2CCC(=O)N2S(=O)(=O)c2ccc(C)cc2)c(OC)c1 (configuration not stated)	-13	-2.5	95	4	-6	-5	-1	-6	12
O=C(NCCCN1CCOCC1)C(=O)NCc1ccccc1	24	4.0	92	5	2	0	2	1	-12

Exported bar-delimited: two of the compounds above.
mol | PHOSPHO1 block | CRFR2-BP ag | MEKK3 PB1 HTS | IDE cell activ | GalR3 antagonist | p-CIP stab down | IDE inh | CHRM4 PAM | CRFR2-BP antag
COc1cccc(C(c2sc3nc(C)nn3c2O)N2CCC3(CC2)OCCO3)c1 (configuration not stated) | 4 | -2.5 | 102 | 6 | -2 | 5 | -4 | 7 | 21
Cc1cc2oc(=O)cc(CN(C)Cc3ccc(OC(F)F)cc3)c2cc1Cl | 6 | 2.2 | 99 | -1 | 0 | -3 | 9 | -3 | -6

Part of the list above, showing only MEKK3 PB1 HTS and GalR3 antagonist:
SMILES	MEKK3 PB1 HTS	GalR3 antagonist
COc1ccc(NS(=O)(=O)c2ccc(C)c(C(=O)N3CC(C)OC(C)C3)c2)cc1 (configuration not stated)	.	4
O=C(Nc1ccc(S(=O)(=O)N2CCCC2)cc1)c1cc(=O)c2ccccc2o1	76	-8
